TAAR1 ag: agonists of human TAAR1 | CHO RD-HGA16 TAAR1, Fluo-8 calcium fluorescence; vehicle wells 0%, saturating PEA agonist 100% | hit rate 0.99% among 360,000 | activation, % at 3 µM | AID 624467;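 active = activation above the mean activation of all test compounds in the run plus 3 SD, cut at about 38% in these data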
Target sequence (Q96RJ0 whole entry, looked up): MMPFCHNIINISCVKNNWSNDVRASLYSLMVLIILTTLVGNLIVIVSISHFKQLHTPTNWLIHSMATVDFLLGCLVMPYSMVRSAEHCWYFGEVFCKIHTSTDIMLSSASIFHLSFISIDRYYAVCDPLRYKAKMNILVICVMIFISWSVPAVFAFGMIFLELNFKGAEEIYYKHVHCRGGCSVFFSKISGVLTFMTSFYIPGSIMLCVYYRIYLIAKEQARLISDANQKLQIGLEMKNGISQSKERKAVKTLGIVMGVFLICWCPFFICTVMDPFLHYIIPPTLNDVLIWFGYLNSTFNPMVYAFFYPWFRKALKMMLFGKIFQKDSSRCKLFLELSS
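Signal – calcium-sensitive Fluo-8 signal, excitation 470-495, emission 515-575 nm · System – RD-HGA16 (CHO) cells co-expressing Gα16 and hTAAR1 · Incubation – 17-24 h seeding, 75 min 37 °C dye, 30 min RT · Compound dosing – 3 µM single concentration · Repeats – no replicates (n 1)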
CHRM1 PAM: positive allosteric modulators of human M1 muscarinic receptor | activation, % at 3 µM | CHO-K1 hM1, Fluo-8 calcium fluorescence, ACh EC20; 0% = ACh EC20, 100% = maximal ACh | hit rate 0.088% among 360,000 | P11229 | AID 588819; in the data active = activation above about 19%, passing the limit was not always enough
Target sequence (P11229 whole entry, looked up): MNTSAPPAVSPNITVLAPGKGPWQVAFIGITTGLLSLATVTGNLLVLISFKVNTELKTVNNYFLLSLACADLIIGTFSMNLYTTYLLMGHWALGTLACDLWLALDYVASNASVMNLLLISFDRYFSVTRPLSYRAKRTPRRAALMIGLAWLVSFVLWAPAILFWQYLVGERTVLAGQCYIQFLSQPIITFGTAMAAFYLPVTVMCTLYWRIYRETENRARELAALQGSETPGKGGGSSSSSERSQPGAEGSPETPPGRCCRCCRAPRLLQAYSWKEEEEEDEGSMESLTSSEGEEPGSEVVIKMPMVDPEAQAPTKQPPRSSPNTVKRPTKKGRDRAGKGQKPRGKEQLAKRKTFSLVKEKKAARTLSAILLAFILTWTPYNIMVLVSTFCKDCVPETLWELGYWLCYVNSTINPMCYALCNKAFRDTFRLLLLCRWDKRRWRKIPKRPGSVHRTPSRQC
M1 antag: blocks human M1 muscarinic receptor; hit rate 1.3% among 360,000; CHO-K1 hM1, Fluo-8 calcium fluorescence, ACh EC80 antagonist; inhibition, % at 3 µM; P11229;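 active = percent inhibition above its own plate's cutoff, namely the mean of that plate's compound wells plus 3 SD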;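 also: peak over basal fluorescence ratio during 140 s after agonist addition; 0% = ACh EC80 plus DMSO and 100% = DMSO alone without agonist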
CHRM4 agonist: CHRM4 agonism in calcium assay; hit rate 0.14% among 360,000; CHO-K1 hM4/Gqi5, Fluo-8 calcium fluorescence; vehicle 0%, full acetylcholine response 100%; activation, % at 3 µM; AID 624127; P08173;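 active = activation above the run mean over all test wells plus 3 SD, cut at about 32% in these data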;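 also: peak over basal fluorescence ratio per well then scaled between controls; 0% = DMSO wells and 100% = acetylcholine at EC100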
CHRM1 agonist: human M1 muscarinic receptor agonism; P11229; CHO-K1 hM1, Fluo-8 calcium fluorescence, agonist mode; 0% DMSO, 100% acetylcholine EC100; activation, % at 3 µM; hit rate 0.33% among 360,000; AID 588814;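 active = activation above the run's mean compound activation plus 3 SD, cut at about 16% in these data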;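 also: peak over basal fluorescence ratio within a 140 s kinetic read after compound addition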
CHRM4 antagonist: antagonists of human muscarinic M4 receptor (CHRM4); AID 624125; hit rate 0.73% among 360,000; CHO-hM4 cells, ACh EC80, Fluo-8 calcium fluorescence; P08173; inhibition, % at 3 µM;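 active = inhibition above its plate's cutoff, the mean inhibition of sample wells plus 3 SD, cut at about 27% in these data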;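 also: 0% = acetylcholine EC80 with DMSO and 100% = DMSO without agonist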
CHRM5 PAM: positive allosteric modulators of human muscarinic M5 receptor. AID 624038. activation, % at 3 µM. hit rate 0.3% among 360,000. CHO-K1 hM5, Fluo-8 calcium, ACh EC20 PAM; 0% = ACh EC20, 100% = ACh EC100;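 active = activation above the run cutoff, the mean activation of all test compounds plus 3 SD, cut at about 18% in these data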
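Replicates: One well per compound, no replicates | System: Human M5 receptor in CHO-K1 cells | Benchmarks: Low control EC20 acetylcholine (0%), high control EC100 acetylcholine (100%) | Probe or stimulus: Acetylcholine, EC20 level | Times: Fluo-8 loading 80 min at 37 °C plus 30 min room temperature | Signal: Intracellular calcium via Fluo-8 fluorescence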
M5 ag: CHRM5 agonism in calcium assay. activation, % at 3 µM. CHO-K1 hM5 cells, Fluo-8 calcium fluorescence; 0% DMSO wells, 100% maximal acetylcholine response. hit rate 0.19% among 360,000;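 active = activation above the run's mean over test compounds plus 3 SD, cut at about 23% in these data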;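 also: signal is peak over basal fluorescence ratio across the kinetic read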
M5 antag: antagonists of human muscarinic M5 receptor (CHRM5) | inhibition, % at 3 µM | AID 624040 | CHO-hM5 cells, Fluo-8 calcium fluorescence, ACh EC80 | hit rate 0.59% among 360,000;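 active = inhibition above a per-plate cutoff, the mean of that plate's test compounds plus 3 SD, cut at about 27% in these data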;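 also: 0% = acetylcholine EC80 with DMSO and 100% = DMSO without agonist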
An asterisk follows results filed as active.

Screens by letter – A = TAAR1 ag; B = CHRM1 PAM; C = M1 antag; D = CHRM4 agonist; E = CHRM1 agonist; F = CHRM4 antagonist; G = CHRM5 PAM; H = M5 ag; I = M5 antag
1	Cc1noc(NS(=O)(=O)c2ccc(NC(=O)/C=C/c3ccccc3)cc2)c1C
  A = 2; B = 4; C = 0; D = 0; E = -1; F = 1; G = -6; H = 2; I = 1
2	CC(C)(C)c1cc[n+](C2=C([O-])c3ccccc3C(=O)/C2=N\S(=O)(=O)c2ccccc2)cc1
  A = 1; B = 7; C = -10; D = 1; E = -2; F = 5; G = -7; H = 2; I = 1
3	Cc1c(C(=O)NCc2ccccc2)sc(=O)n1Cc1ccccc1F
  A = 1; B = 1; C = -3; D = 4; E = -8; F = 1; G = -3; H = 0; I = 1
4	Cc1ccc(/C=N/NC(=O)NC2CCCCC2)o1
  A = 3; B = 3; C = 2; D = 3; E = -3; F = 8; G = -12; H = -1; I = 4
5	Cc1ccc2[nH]c(=O)c(CC(=O)O)c(-c3ccccc3)c2c1
  A = 10; B = 5; C = -4; D = 1; E = 2; F = -12; G = 4; H = 3; I = -8
6	Cc1cccn2c(=O)nc(SCC(=O)N3CC(C)OC(C)C3)nc12 (stereo unspecified)
  A = 0; B = 2; C = 2; D = 1; E = -1; F = -11; G = -4; H = -4; I = 1
7	O=S(=O)(N/N=C\C=C\c1ccccc1)c1ccc(Br)cc1
  A = 6; B = 11; C = -56; D = 0; E = 1; F = -7; G = 4; H = -2; I = 6
8	COCCNC(=O)CN(Cc1ccccc1)C(=O)CCC(=O)Nc1nccs1
  A = 3; B = 9; C = -8; D = 2; E = -4; F = -7; G = 4; H = -2; I = -5
9	CSc1nc(-c2ccc(N(C)C)cc2)c(C#N)c(=O)n1C
  A = -3; B = 11; C = -5; D = 1; E = 3; F = -4; G = -5; H = 2; I = 0
10	O=C(NCCCn1ccnc1)c1cc(-c2cccs2)on1
  A = 9; B = 6; C = -14; D = 1; E = -9; F = 9; G = 2; H = 0; I = -15
11	COc1ccc(N2CCN(C(=O)C3CCN(S(=O)(=O)c4cccs4)CC3)CC2)cc1
  A = 10; B = 5; C = 0; D = 2; E = -10; F = 4; G = 1; H = 0; I = -11
12	CCOc1ccc(/C=C2\CCc3ccccc3C2=O)cc1
  A = 4; B = -2; C = -2; D = -1; E = -5; F = 0; G = -1; H = 0; I = -1
13	Cc1ccc(CN2C(=O)C3CCCN3c3ncccc32)cc1 (stereo unspecified)
  A = 2; B = 16; C = -17; D = 1; E = -1; F = -2; G = 7; H = -3; I = 6
14	CCOc1ccc2ncc(S(=O)(=O)c3ccccc3)c(N3CCN(c4ccccc4)CC3)c2c1
  A = 0; B = 5; C = -5; D = 1; E = -3; F = 12; G = 5; H = 0; I = 0
15	CCCCSCCCNC(=O)Nc1ccc(CC)cc1
  A = -1; B = -1; C = 6; D = 1; E = -5; F = -5; G = 0; H = -3; I = 8

(further entries)
Screens by letter – A = TAAR1 ag; B = CHRM1 PAM; C = M1 antag; D = CHRM4 agonist; E = CHRM1 agonist; F = CHRM4 antagonist; G = CHRM5 PAM; H = M5 ag; I = M5 antag
16	Brc1ccc2ncc3ccccc3c2c1
  A = 6; B = 9; C = -23; D = -1; E = -7; F = -17; G = 7; H = -9; I = -5
17	CCOC(=O)CN(C(=O)COc1nc(C)cc(C)c1C#N)c1ccc(Cl)cc1
  A = 1; B = 5; C = -9; D = 0; E = -6; F = -7; G = 0; H = -5; I = 5
18	N#Cc1nc(-c2ccccc2)oc1N1CCC(C(N)=O)CC1
  A = 0; B = 12; C = -14; D = 2; E = -3; F = -2; G = -2; H = 1; I = 2
19	COC(=O)c1ccc(NC(=O)c2cc[n+](Cc3ccccc3)cc2)cc1
  A = 12; B = 17; C = -19; D = 0; E = -9; F = -2; G = 6; H = 1; I = 0
20	C[C@@H]1CN([C@H](C)CO)C(=O)CCCn2nncc2CO[C@H]1CN(C)Cc1ccncc1
  A = 3; B = 4; C = -10; D = 2; E = -7; F = -20; G = 5; H = 0; I = -2
21	C=CCN(c1ccc(C(=O)N2CCN(c3ccc(F)cc3)CC2)cc1)S(C)(=O)=O
  A = 1; B = 9; C = 5; D = 1; E = -1; F = -3; G = -2; H = 3; I = 42*
22	CC(OC(=O)c1nsc(Cl)c1Cl)C(=O)NC(C)(C)C (stereo unspecified)
  A = 8; B = 6; C = -7; D = 1; E = -4; F = -8; G = 7; H = -6; I = 2
23	Cc1nccc(-c2sc(-c3cccs3)nc2C)n1
  A = -1; B = 19; C = -14; D = 4; E = -3; F = 21; G = 10; H = 0; I = -4
24	CCCN(C(=O)c1cc(C)ccc1C)c1c(N)n(Cc2ccccc2)c(=O)[nH]c1=O
  A = 0; B = 9; C = -10; D = 0; E = -3; F = 16; G = -4; H = -1; I = 3
25	Cc1cc(C)nc(N2CCCC(C(=O)Nc3ccc(F)cc3)C2)n1 (stereo unspecified)
  A = -1; B = -2; C = 0; D = 0; E = -10; F = 1; G = 0; H = -5; I = 12
26	C[C@@H](NC(=O)c1nc[nH]c1C(=O)N[C@@H](Cc1ccccc1)C(=O)OCc1ccccc1)c1ccccc1
  A = 0; B = -12; C = 5; D = 2; E = -4; F = 14; G = -14; H = 2; I = 13
27	COc1ccccc1CC(=O)NCC1CCCO1 (stereo unspecified)
  A = 3; B = 4; C = -5; D = 0; E = -2; F = 8; G = -3; H = 1; I = 3
28	Cc1cccc(CN2CCC(C(N)=O)CC2)c1
  A = -1; B = -2; C = -15; D = 1; E = -4; F = -5; G = -4; H = 1; I = 1
29	CC(=O)N1N=C(c2ccco2)CC1c1ccc(Cl)o1 (stereo unspecified)
  A = -1; B = 4; C = -4; D = 0; E = -3; F = 6; G = 2; H = -5; I = -6
30	Cc1ccc(O)c(/C=N/NC(=O)CN2CCCC2)c1
  A = 3; B = 8; C = -15; D = 1; E = 2; F = 8; G = 6; H = -1; I = 6

Carrying on.
Screens by letter – A = TAAR1 ag; B = CHRM1 PAM; C = M1 antag; D = CHRM4 agonist; E = CHRM1 agonist; F = CHRM4 antagonist; G = CHRM5 PAM; H = M5 ag; I = M5 antag
31	COc1ccc2[nH]cc(CCNC(=O)Cc3c(F)cccc3Cl)c2c1
  A = 11; B = 2; C = -9; D = 3; E = 0; F = 14; G = 6; H = 3; I = 5
32	CS(=O)(=O)N1CCC(C(=O)NNC(=O)Nc2ccc(F)c(Cl)c2)CC1
  A = 4; B = 15; C = -13; D = 0; E = 2; F = -20; G = 5; H = -2; I = -9
33	CCNc1nc(NC(C)CC)nc(Oc2ccc(=O)[nH]n2)n1 (stereo unspecified)
  A = 8; B = 2; C = -6; D = 2; E = -2; F = -3; G = 3; H = 3; I = -14
34	Cc1ccc(Cn2c(Cc3ccccc3)nc3ccccc32)cc1
  A = 3; B = -15; C = 8; D = 0; E = -3; F = 3; G = -10; H = -10; I = 2
35	Nc1c(C(=O)CSc2nnc(N3CCOCC3)n2-c2cccc(F)c2)c(=O)[nH]c(=O)n1C1CC1
  A = 0; B = 1; C = 6; D = 1; E = -1; F = 6; G = -5; H = 3; I = 1
36	CC(=O)c1c(C)[nH]c(C(=O)Nc2ccc(Cl)c(S(=O)(=O)N3CCOCC3)c2)c1C
  A = 14; B = 3; C = -5; D = 9; E = 3; F = 0; G = -4; H = 6; I = -4
37	Cn1ncc(N=Cc2ccc([N+](=O)[O-])cc2)c1C(=O)Nc1ccccc1
  A = 4; B = 4; C = -5; D = 2; E = -8; F = -5; G = 5; H = 1; I = -16
38	O=C(NCc1ccccc1Cl)c1cnc2n(c1=O)CCS2
  A = 1; B = 2; C = -8; D = 1; E = 0; F = 2; G = 0; H = 4; I = 0
39	O=P(c1ccccc1)(c1ccccc1)c1nc(-c2ccccc2)oc1N1CCOCC1
  A = 3; B = 10; C = -12; D = -1; E = -2; F = -6; G = -3; H = -1; I = 8
40	CCN(c1ccccc1)S(=O)(=O)c1ccc(Cl)c(NC(=O)COC(=O)c2ccc[n+]([O-])c2)c1
  A = 1; B = 8; C = -9; D = 2; E = -5; F = -8; G = 2; H = -2; I = 4
41	Cc1cc2c(c(SCC(=O)NCCc3ccccc3)n1)C(=O)OC2
  A = 3; B = 0; C = 2; D = 0; E = -3; F = 1; G = 4; H = -13; I = -4
42	COc1ccc(Cl)cc1C(=O)NNC(=O)c1csc(N2CCOCC2)n1
  A = 1; B = -1; C = 6; D = 1; E = 0; F = 4; G = 10; H = -4; I = -2
43	CC#CCN1c2ccccc2[C@]23C[C@@H](C(=O)OC)N(C(=O)NCCBr)C2=NC(C(=O)OC)=C(C(=O)OC)[C@H]13
  A = 6; B = -4; C = 8; D = 0; E = -7; F = -4; G = 1; H = 1; I = 1
44	CCOc1ccc(S(=O)(=O)NCCC(=O)NCC(c2cccs2)N2CCOCC2)cc1 (stereo unspecified)
  A = 0; B = 6; C = -6; D = 2; E = -4; F = 5; G = -4; H = -1; I = 15
45	CC1CCN(C(=O)CCc2nc3cc(S(=O)(=O)N(C)C)ccc3n2C)CC1
  A = 1; B = -1; C = -6; D = 1; E = -7; F = 5; G = -6; H = -3; I = -3

(next part)
Screens by letter – A = TAAR1 ag; B = CHRM1 PAM; C = M1 antag; D = CHRM4 agonist; E = CHRM1 agonist; F = CHRM4 antagonist; G = CHRM5 PAM; H = M5 ag; I = M5 antag
46	Cc1nn(C(C)(C)C)c(OC(=O)c2ccc3c(c2)OCO3)c1S(=O)(=O)c1ccccc1
  A = -1; B = 4; C = -36; D = 0; E = -4; F = 6; G = 2; H = -2; I = -6
47	Cc1ccc(NC(=O)CS(=O)CC(=O)N(CC(=O)NC2CCCC2)c2cc(C)ccc2C)cc1 (stereo unspecified)
  A = 2; B = 10; C = -12; D = 2; E = -4; F = 1; G = 3; H = 2; I = 7
48	O=C(Cn1cc(SCc2ccc(Cl)cc2)c2ccccc21)N1CCOCC1
  A = 3; B = -3; C = 8; D = 2; E = -6; F = -2; G = -4; H = -2; I = -2
49	Cc1ccc(NC(=O)C2CCCN(S(=O)(=O)c3ccc4[nH]c(=O)ccc4c3)C2)nc1 (stereo unspecified)
  A = 1; B = 4; C = 0; D = 2; E = -3; F = -4; G = 3; H = -4; I = -6
50	O=C(COc1cccc2c1CCN(Cc1ccccc1F)C2=O)N1CCCCC1
  A = 0; B = 5; C = -7; D = 4; E = -5; F = -6; G = 1; H = 1; I = 6

Record cards, as listed above. Values in the order: TAAR1 ag	CHRM1 PAM	M1 antag	CHRM4 agonist	CHRM1 agonist	CHRM4 antagonist	CHRM5 PAM	M5 ag	M5 antag
`O=C(COc1cccc2c1CCN(Cc1ccccc1F)C2=O)N1CCCCC1` reads 0	5	-7	4	-5	-6	1	1	6
`Cc1ccc(NC(=O)CS(=O)CC(=O)N(CC(=O)NC2CCCC2)c2cc(C)ccc2C)cc1` (stereo unspecified) reads 2	10	-12	2	-4	1	3	2	7
`Cc1ccc(NC(=O)C2CCCN(S(=O)(=O)c3ccc4[nH]c(=O)ccc4c3)C2)nc1` (stereo unspecified) reads 1	4	0	2	-3	-4	3	-4	-6

This is a subset (hit frequency here may not be typical).
